Source: PubChem BioAssay
RNase H inhibition – RNase H inhibition, HIV 1 Gag Pol polyprotein, FRET biochemical assay, screening (AID 372). HIV-1 RT RNase H, FRET RNA/DNA substrate fluorescence; higher % means a stronger effect. one-dose inhibition, % at 10 µM; IC50 in µM for titrated hits. hit rate 0.77% among 100,000; in the data active = inhibition above about 50%
* marks the source's active call; other numbers are inactive results. A portion of the library, so the mix of outcomes need not match the whole.

canonical_smiles	RNase H inhibition
CC1=CC(=O)C=C/C1=N\OS(=O)(=O)c1ccccc1	27%
CC1=C(C(=O)OCCc2ccccc2)C(c2ccccc2OCc2ccccc2)CC(=O)N1 (centres undefined)	14%
CC(C)CNC(=O)c1ccccc1NC(=O)CSCc1ccccc1	8%
COc1ccc(-c2noc(COc3cc(C)cc(C)c3)n2)cc1	7%
O=C(NC(=S)N1CCOCC1)c1ccc(Br)cc1	3%
CCCC(C)C(=O)Nc1ccc(Cl)cc1 (centres undefined)	13%
C/C(=C\c1ccccc1)CN1CCN(c2cccc(C(F)(F)F)c2)CC1	8%
COc1ccc(N2C(=O)CC(NCCc3ccccc3)C2=O)cc1 (centres undefined)	6%
O=C(NC1CCCC1)c1cc(-c2ccc(Cl)cc2)nc2ccccc12	13%
Cc1ccc(C(=O)NC(=S)Nc2ccc3oc(-c4ccncc4)nc3c2)cc1C	26%

New compounds follow.
canonical_smiles	RNase H inhibition
Cc1ccc(N(CC(O)CN2CCCCC2)S(=O)(=O)c2ccc([N+](=O)[O-])cc2)cc1 (centres undefined)	2%
COc1ccc(CN2CCN(c3cccc(Cl)c3)CC2)c(OC)c1OC	8%
CCOc1ccc(N2C(=O)S/C(=C\C=C\c3ccccc3)C2=O)cc1	4%
CCN(CC)c1ccc(/C=N/Nc2nc(-c3cccs3)cs2)cc1	18%
CCCCn1c(O)c(C2=c3cc(Br)ccc3=NC2=O)sc1=S	13%
O=C(c1ccccc1)N1CCN(C(=O)c2ccccc2)C1	6%
CCN(CC)S(=O)(=O)c1ccc(C(=O)Nc2sc3c(c2C(N)=O)CCCC3)cc1	16%
Cc1ccc(C(=O)C[n+]2cc(-c3ccccc3)n3c2CCCCC3)cc1	12%
O=C1c2ccccc2NC(c2ccccc2F)N1Cc1ccco1 (centres undefined)	13%
Cc1cccc(N(CC(=O)Nc2c(C)n(C)n(-c3ccccc3)c2=O)S(C)(=O)=O)c1	0%

Continued.
canonical_smiles	RNase H inhibition
O=C(Nc1ccc(Cc2ccncc2)cc1)c1cccc(C(=O)Nc2ccc(Cc3ccncc3)cc2)c1	18%
C/C(=N\N=C1\NC(=O)C(CC(=O)Nc2ccccc2)S1)c1ccc([N+](=O)[O-])cc1 (centres undefined)	0%
CC(=O)Nc1ccc(C(=O)NCc2ccc3c(c2)OCO3)cc1	13%
O=C1NC(=S)S/C1=C\c1cc([N+](=O)[O-])ccc1OCCOc1ccccc1Cl	55%*
O=[N+]([O-])c1cccc(-c2ccc(CO)o2)c1	8%
N=C1/C(=C/c2ccc(-c3ccc([N+](=O)[O-])cc3)o2)C(=O)N=C2SC(c3ccccc3)=NN12	35%
CCCCOc1ccc2ccc(=O)oc2c1	0%
O=c1/c(=C/c2ccccc2OCc2ccccc2F)sc2nc3ccccc3n12	9%
O=C(Cc1ccccc1)Nc1ccc(NC(=O)c2ccccc2)c(Br)c1	1%
CN(C)c1ccc(/C=N/Nc2ccc(C(F)(F)F)cn2)cc1	25%

(cont.)
canonical_smiles	RNase H inhibition
Cc1cccc(-c2nnc(-c3ccco3)o2)c1	16%
C=CCOC(=O)C1=C(C)NC2=C(C(=O)CC(C)(C)C2)C1c1ccccc1Cl (centres undefined)	17%
Cc1ccc2c(c1)c1c3n2CCN(C(=O)CN2CCN(C(=O)c4ccco4)CC2)C3CCC1 (centres undefined)	6%
CCOC(=O)/C(C(=O)Nc1ccc(Cl)cc1Cl)=C1\NC(C)(C)Cc2ccccc21	5%
O=C(NCc1ccc2c(c1)OCO2)c1c(F)c(F)c(F)c(F)c1F	18%
COc1cc(NC(=O)c2cccc(Br)c2)c(C(=O)O)cc1OC	9%
O=C(O)c1ccc2[nH]cc(C(=O)O)c(=O)c2c1	14%
CCN1C(=O)/C(=C2\SC(=S)N(c3ccc(Br)cc3)C2=O)c2ccccc21	57%*
Cc1ccc2nc(-c3ccc(NC(=S)NC(=O)c4ccccc4)cc3)sc2c1	6%
Cc1cccc(C)c1OCCCCCCN1CCCC1	5%

Carrying on:
canonical_smiles	RNase H inhibition
O=C(COc1ccc([N+](=O)[O-])cc1)N/N=C/c1cccc(Br)c1	6%
CN(C)C(=O)CN1C(=O)C2CC=C(Cl)CC2C1=O (centres undefined)	4%
COC(=O)CN(C#N)c1nc(SC)nc(N(C)C)n1	0%
Oc1cccc(C=Nc2ccc(OC(F)(F)F)cc2)c1O	0%
Cc1ccc(S(=O)(=O)N2CCN(Cc3ccccn3)CC2)cc1	1%
Cc1cc(Br)cc2c(N=NC(=O)c3cccnc3)c(O)[nH]c12	0%
Cc1ccc(S(=O)(=O)Nc2cc(S(=O)(=O)c3ccc(C)cc3)c(O)c3ccccc23)cc1	19%
COc1cccc(N2C(=O)NC(=O)/C(=C/c3ccc(Br)s3)C2=O)c1	12%
O=C(/C=C/c1ccc2c(c1)OCO2)NCCCn1ccnc1	2%
COc1cc(/C=C2\N=C(c3cccs3)OC2=O)cc(Cl)c1OCc1ccc([N+](=O)[O-])cc1	24%

Going on with the list.
canonical_smiles	RNase H inhibition
O=C(c1ccc(F)cc1)c1ccc(-c2[nH]c(-c3ccc(Cl)cc3)nc2-c2ccccc2)cc1	17%
O=C1CC(c2cccc([N+](=O)[O-])c2)Sc2nc3ccccc3n21 (centres undefined)	0%
CC(=O)N/C(=N/c1nc(C)cc(C)n1)Nc1ccc(C)c(Cl)c1	11%
O=C(COc1ccc2ccccc2c1Br)c1ccc(Br)cc1	4%
COc1ccc(/C=C/C(=O)/C=C/c2ccccc2)cc1	20%
Cc1ccccc1C=Nc1cccc([N+](=O)[O-])c1C	8%
COc1ccc(C(=O)Nc2cc3nn(-c4ccc(Cl)cc4)nc3cc2C)cc1[N+](=O)[O-]	49%
O=C(N/N=C/c1c(O)ccc2ccccc12)c1n[nH]c2c1CCC2	10%
COc1ccc(N(CC(=O)N/N=C/c2ccc3c(c2)OCO3)S(=O)(=O)c2ccccc2)cc1	5%
Cc1ccc(/C=C/C(=O)O)cc1S(=O)(=O)Nc1ccc(C(=O)O)cc1	0%

Remaining list, next part
Compound | RNase H inhibition
COc1ccc(C2CC(=O)Nc3c2cc(Br)c2ccccc32)cc1OC (centres undefined) | 20%
O=S(=O)(c1ccc(Cl)c(Cl)c1)N1CCCCC1 | 0%
Brc1ccc(OCc2nc(-c3ccccn3)no2)cc1 | 5%
Cc1cccc(-c2nc3cc(NC(=O)c4ccccc4I)ccc3o2)c1 | 12%
O=C(Nc1ccc(Cl)c(Cl)c1)c1ccc([N+](=O)[O-])cc1Cl | 10%
CN1CCN(S(=O)c2ccc3ccccc3c2)CC1 (centres undefined) | 6%
O=C(NCc1ccco1)c1ccc(Cl)c([N+](=O)[O-])c1 | 6%
CCCCN(CCCC)S(=O)(=O)c1ccc(N2CCCC2=O)c([N+](=O)[O-])c1 | 9%
COc1ccc(OCCOc2c(C)cc(C)cc2Br)cc1 | 35%
CCCSC1=C(C#N)C(c2ccccc2Cl)CC(=O)N1 (centres undefined) | 17%

Other structures
Compound | RNase H inhibition
O=C1NC(=S)N(c2ccccc2)C(=O)/C1=C/c1cc(Cl)c(O)c(Cl)c1 | 1%
Cc1cc(C)cc(CSCC(=O)Nc2c(C)n(C)n(-c3ccccc3)c2=O)c1 | 12%
Cc1cc(Br)cc(C)c1NC(=O)c1sc2ccccc2c1Cl | 19%
CCCCN1C(=O)c2ccc3c(=O)n4c5ccc(Cl)cc5nc4c4ccc(c2c34)C1=O | 5%
CCOC(=O)C1=C(C)N=c2s/c(=C\c3ccc(SC)cc3)c(=O)n2C1c1ccc(OC)c(OC)c1 (centres undefined) | 26%
O=C(NC(=S)Nc1ccc2oc(-c3ccc(Cl)cc3Cl)nc2c1)c1ccccc1Cl | 14%
O=C1NC(=O)N(c2ccccc2F)C(=O)/C1=C\c1ccc(OCc2ccccc2F)cc1 | 16%
O=S(=O)(Cc1ccccc1)NCc1ccco1 | 2%
CCOc1ccc(C(=O)NC2CCC(CC3CCC(NC(=O)c4ccc(OCC)cc4)CC3)CC2)cc1 (centres undefined) | 19%
CCOC(=O)c1c(NC(=S)NC(=O)c2cccc(C)c2)sc2c1CCC2 | 13%

Next structures:
Compound | RNase H inhibition
O=C1OC(c2ccc(Br)cc2)=C/C1=C\c1cc([N+](=O)[O-])ccc1Cl | 39%
Cc1ccc(OCCN2CCOCC2)cc1 | 15%
O=C1NC(=O)C(=Cc2ccc(OC(=O)c3ccc(Cl)c(Cl)c3)cc2)C(=O)N1 | 27%
CCOC(=O)c1c(N2C(=O)C=CC2=O)sc(C)c1C | 8%
CC1=C(C(=O)OC2CCCC2)C(c2cccc(Br)c2)C2=C(CCCC2=O)N1 (centres undefined) | 13%
CC(C)(C)c1ccc(OCCCCN2CCCCC2)cc1 | 3%
CCC(Sc1nc2ccccc2s1)C(=O)Nc1nnc(C)s1 (centres undefined) | 9%
N#C/C(=C\c1ccc(-c2ccc([N+](=O)[O-])cc2Cl)o1)C(N)=O | 27%
Cc1sc(NC(=O)c2ccco2)c(C(N)=O)c1C | 3.2µM*
CCN(CC)CCn1cccc1C=O | 2%

(more compounds)
Compound | RNase H inhibition
Cc1cc(C)c(C)c(OCCn2ccnc2)c1 | 22%
O=C(CCc1ccccc1)N1CCN(c2ccc(F)cc2)CC1 | 7%
CCOC(=O)c1ccc(-c2ccc(/C=C3/C(=O)NC(=O)N(c4ccccc4)C3=O)o2)cc1 | 8%
Cc1ccccc1C(=O)NC(=S)Nc1cc(-c2nc3ccccc3s2)ccc1Cl | 36%
COc1ccc(C(=O)NCCSCc2ccccc2Cl)cc1 | 11%
O=C(Oc1cc(-c2ccc(Cl)cc2)c2oc(=O)sc2c1)c1ccc(Br)cc1 | 16%
CCCOc1ccc([N+](=O)[O-])cc1C=C1C(=O)NC(=S)NC1=O | 13%
COc1cc(CN2CCN(C(=O)c3ccc([N+](=O)[O-])cc3)CC2)c([N+](=O)[O-])cc1OC | 15%
C=CCn1c(Cc2ccccc2)n[nH]c1=S | 10%
Cc1ccc(C(C)C)c(OCCNC(=O)c2cccc3ccccc23)c1 | 13%

Further structures follow:
Compound | RNase H inhibition
COc1ccc(C)cc1NC(=O)C(=O)NN=C1CCN(C)CC1 | 11%
CCCc1ccc(OCCOC(=O)Nc2ccccc2)cc1 | 19%
COc1ccc(/C=C(\NC(=O)c2ccccc2)C(=O)N/N=C/c2ccncc2)cc1 | 13%
CCN(Cc1ccccc1)C(=O)C1CCN(Cc2ccc(C)o2)CC1 | 8%
CN(C)c1cc(NC(=O)CNC(C)(C)CC(C)(C)C)c2ccccc2n1 | 17%
CCCOc1ccc(N2C(=O)C3C4c5ccccc5C(C)(c5ccccc54)C3C2=O)cc1 (centres undefined) | 10%
COc1ccc(CN2CCN(Cc3ccc(OC)c(OC)c3OC)CC2)c(OC)c1 | 0%
COc1cccc(OCCOc2ccccc2Cl)c1 | 13%
CC(C)(C)C(=O)CC(O)(c1ccccc1)C(F)(F)C(F)F (centres undefined) | 0%
O=[N+]([O-])c1cnc(Nc2cccc3ccccc23)c([N+](=O)[O-])c1 | 2%

Rewritten with each value named: entries from further up.
Structure: CC(C)(C)C(=O)CC(O)(c1ccccc1)C(F)(F)C(F)F (centres undefined)
  RNase H inhibition: 0%

Structure: O=[N+]([O-])c1cnc(Nc2cccc3ccccc23)c([N+](=O)[O-])c1
  RNase H inhibition: 2%

Next results follow:
Compound | RNase H inhibition
Cc1cc(Cl)ccc1OC(C)C(=O)Nc1ccc(Cl)c([N+](=O)[O-])c1 (centres undefined) | 12%
CCOC(=O)c1c(NC(=O)COC(=O)CN2C(=O)CCC2=O)sc2c1CCCC2 | 12%
CCN(CC)c1ccc2c(c1Oc1ccc(C(C)(C)C)cc1)C(=O)c1ccccc1C2=O | 19%
CS(=O)(=O)N(CC(=O)N1CCN(c2ccccc2)CC1)c1cccc2ccccc12 | 9%
COC(=O)c1ccc(NC(=O)c2ccoc2C)cc1 | 3%
COc1ccc(C(=O)/C=C/Nc2ccc3[nH]ncc3c2)cc1 | 0%
NC(=O)SCC(=O)Nc1ccccc1O | 5%
Cc1cccc(N2CCN(C3=NC(=O)/C(=C\c4ccc(OCc5ccccc5)cc4)S3)CC2)c1 | 21%
O=C1c2ccc3c4c(ccc(c24)C2=Nc4ccccc4C12)C1=Nc2ccccc2C1C3=O (centres undefined) | 48%
O=C1CC(N2CCN(C(c3ccccc3)c3ccccc3)CC2)C(=O)N1c1ccc(Cl)cc1 (centres undefined) | 14%

As entered above:
Entry for CCOC(=O)c1c(NC(=O)COC(=O)CN2C(=O)CCC2=O)sc2c1CCCC2 in RNase H inhibition: 12%
Entry for CCN(CC)c1ccc2c(c1Oc1ccc(C(C)(C)C)cc1)C(=O)c1ccccc1C2=O in RNase H inhibition: 19%
Entry for O=C1CC(N2CCN(C(c3ccccc3)c3ccccc3)CC2)C(=O)N1c1ccc(Cl)cc1 (centres undefined) in RNase H inhibition: 14%
Entry for NC(=O)SCC(=O)Nc1ccccc1O in RNase H inhibition: 5%
Entry for COc1ccc(C(=O)/C=C/Nc2ccc3[nH]ncc3c2)cc1 in RNase H inhibition: 0%

(cont.)
Compound | RNase H inhibition
COc1ccc(S(=O)(=O)N2CCN(CCN3C(=O)c4cccc5cccc(c45)C3=O)CC2)cc1[N+](=O)[O-] | 2%
COc1ccc(N2C(=O)CC(Cc3ccc(Cl)cc3)C2=O)cc1 (centres undefined) | 0%
Oc1c(N=NC(=S)Nc2ccccc2)c2cc(Br)ccc2n1Cc1ccccc1 | 14%
O=C(c1cc2cc([N+](=O)[O-])ccc2oc1=O)N1CCc2ccccc2C1 | 4%
C=CCOc1ccc(/C=C2\C(=O)NC(=O)N(c3ccc4c(c3)OCO4)C2=O)cc1 | 12%
Cc1ccc(C(=O)COC(=O)C(Cc2ccccc2)N2C(=O)C3C4C=CC(C5CC45)C3C2=O)cc1 (centres undefined) | 5%
COc1ccccc1CNC(=O)c1ccc(Cl)c(Cl)c1 | 13%
CC(C)CC(NC(=O)c1ccco1)C(=O)O (centres undefined) | 0%
Cc1cccc(NC(=O)CSc2nc(-c3cccs3)cc(C(F)(F)F)c2C#N)c1 | 6%

Shown as labelled records: 4 of the compounds above.
Cc1ccc(C(=O)COC(=O)C(Cc2ccccc2)N2C(=O)C3C4C=CC(C5CC45)C3C2=O)cc1 (centres undefined)
  RNase H inhibition: 5%
COc1ccccc1CNC(=O)c1ccc(Cl)c(Cl)c1
  RNase H inhibition: 13%
CC(C)CC(NC(=O)c1ccco1)C(=O)O (centres undefined)
  RNase H inhibition: 0%
Cc1cccc(NC(=O)CSc2nc(-c3cccs3)cc(C(F)(F)F)c2C#N)c1
  RNase H inhibition: 6%
